beta cell repl = MIN6 beta-cell proliferation induction; AID 2380; MIN6 cells proliferation, ATPlite luminescence, 48 h; cells starved in 0.2% serum; 100% = growth in 10% serum; proliferation, % at 10 µM; 330,000 tested, 0.29% active;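 active = compounds whose signal lies at least 3.5 SD above the mean of all wells on their plate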;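 also: 0% = DMSO-treated cells in low-serum medium and 100% = 10% serum control; some compounds called inactive have numbers as strong as hits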
NALP3 yeast inh = NALP3 inhibition in yeast; Yeast reconstituted NLRP3/ASC/caspase-1, beta-gal luminescence, 24 h; inhibition, % at 10 µM; 330,000 tested, 0.39% active; AID 2825;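 active = inhibition of 50% or more; inactive = inhibition below 50%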;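 also: plate controls were induced DMSO wells for no effect and uninduced yeast grown without galactose for full effect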
GRIN3A LBD mod = modulates the human NR3A ligand-binding domain; 340,000 tested, 2.5% active; Tm shift relative to glycine control, % at 25 µM; NR3A LBD differential scanning fluorimetry, Tm shift; 0% = protein alone, 100% = glycine-bound protein;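 active = melting temperature shift of at least 10% of the positive control shift, at one fixed dose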
MPTP block = blocks calcium-induced mitochondrial swelling. isolated mouse mitochondria, Ca2+ swelling absorbance, 30 min. inhibition, % at 10 µM. 360,000 tested, 1.4% active. AID 602449;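 active = inhibition of 50% or more, scaled per plate between neutral and stimulator controls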;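 also: 0% = DMSO wells given calcium and 100% = 1 mM EGTA wells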
APJ ag = activates the human apelin receptor APJ | 330,000 tested, 0.11% active | CHO-K1 APJ PathHunter beta-arrestin, luminescence; 0% DMSO wells, 100% apelin | activation, % at 20 µM | AID 2520 | P35414;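 active = activation more than six SD over the plate average, tested at 20 µM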;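 also: 0% = DMSO alone and 100% = apelin-13 at 10 nM; some results filed as inactive read as strong as hits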
Target sequence (P35414 whole entry, looked up): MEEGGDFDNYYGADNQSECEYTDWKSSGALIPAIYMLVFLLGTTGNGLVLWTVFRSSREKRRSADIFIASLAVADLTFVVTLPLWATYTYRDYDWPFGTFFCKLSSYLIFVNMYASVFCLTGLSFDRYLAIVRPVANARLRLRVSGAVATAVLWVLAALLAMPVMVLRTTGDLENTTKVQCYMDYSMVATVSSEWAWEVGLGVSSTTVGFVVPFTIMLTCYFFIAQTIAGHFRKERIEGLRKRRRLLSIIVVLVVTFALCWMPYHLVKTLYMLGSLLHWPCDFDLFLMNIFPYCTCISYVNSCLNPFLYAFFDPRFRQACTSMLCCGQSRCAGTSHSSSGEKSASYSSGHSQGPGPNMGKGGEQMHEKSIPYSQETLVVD
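Material: CHO-K1 APJ beta-arrestin complementation cell line; Input: cell density 1000 per well; Incubation: compound stimulation 90 min at 25 °C, detection 60 min; Signal: luminescence from split beta-galactosidase complementation, Galacton Star/Emerald II substrate; Controls: DMSO-only wells as negative, 10 nM Apelin-13 as positive control.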
tim23-1 inh = growth inhibitors of tim23-1 mutant yeast; S. cerevisiae tim23-1 growth, BacTiter-Glo luminescence, 24 h; inhibition, % at 20 µM; 330,000 tested, 1.3% active; AID 463212;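 active = growth inhibition of the mutant yeast at or above 50%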;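 also: temperature-sensitive mutant grown at 25 °C; plate controls were DMSO-treated mutant yeast for no effect and medium wells lacking yeast for full effect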
APJ antagonist = APJ receptor antagonism; P35414; CHO-K1 APJ beta-arrestin complementation, luminescence; inhibition, % at 20 µM; 330,000 tested, 0.32% active; AID 2521;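 active = inhibition above about 40% at 20 µM, limit read from the data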;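 also: cells challenged with 10 nM apelin-13 agonist together with compound; plate controls were apelin-13 plus DMSO wells for no effect and DMSO wells lacking apelin-13 for full effect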
tim10-1 inh = tim10-1 yeast growth inhibition. S. cerevisiae tim10-1 ts strain growth, BacTiter-Glo, 24 h. inhibition, % at 20 µM. 330,000 tested, 2.2% active. AID 463190;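 active = inhibition of at least 40%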;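 also: mutant grown at 25 °C; 0% = DMSO wells with yeast and 100% = wells holding no yeast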
TIM10 inh = growth inhibitors of TIM10 yeast strain | 330,000 tested, 1.4% active | AID 463195 | S. cerevisiae TIM10 strain growth, BacTiter-Glo luminescence, 24 h | inhibition, % at 10 µM;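 active = inhibition of 40% or more at the single tested concentration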;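 also: wild-type TIM10 isogenic control strain grown at permissive 25 °C; 0% = DMSO yeast wells and 100% = minimal medium wells without yeast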
* hit, by the source's call; nt = not tested or not shown.

SMILES	beta cell repl	NALP3 yeast inh	GRIN3A LBD mod	MPTP block	APJ ag	tim23-1 inh	APJ antagonist	tim10-1 inh	TIM10 inh
CC(C)COc1ccc(C(=O)NC(CC(C)C)C(=O)O)cc1 (stereo unspecified)	-1	26	0	8.2	3	3	-6	8	2
COc1ccc(CN2CCN(C(=O)CN3C(=O)C4C5C=CC(C5)C4C3=O)CC2)c(OC)c1OC (stereo unspecified)	-1	9	-1	41	1	9	10	14	5
COc1ccc(S(=O)(=O)N2CCC(C(=O)NCc3ccc(C)cc3)CC2)cc1	1	10	-1	-1.1	1	20	7	3	11
O=C(CSc1nncs1)N1CCN(C(=O)c2ccco2)CC1	-4	4	0	-0.5	2	-8	4	3	1
O=C(Nc1ccc(F)cc1F)c1ccccc1NC(=O)C1CC=CCC1C(=O)O (stereo unspecified)	3	-12	-1	-0.1	-1	3	19	-4	9
COc1ccc(C)cc1NC(=S)N1CCN(S(C)(=O)=O)CC1	-1	-1	0	-1.6	-5	1	-11	1	0
CCCOc1ccc(-c2c(C(=O)N/N=C(\C)c3cccnc3)nnn2-c2nonc2N)cc1	0	-7	1	-0.2	3	0	1	-9	1
O=C(NCC1CCCO1)c1ccc(CS(=O)(=O)c2ccc(Cl)cc2)o1 (stereo unspecified)	-2	5	0	-1.3	-5	-13	5	9	-2
CCOc1ccccc1C1CC(=O)Nc2cc3c(cc21)OCCO3 (stereo unspecified)	-4	2	-3	11	-3	15	-20	15	17
CCCCCCOc1ccc(/C=c2\s/c(=C(/C#N)C(=O)NCc3ccco3)n(-c3ccccc3)c2=O)cc1	-2	11	-2	-1.0	-5	-4	6	5	9
Fc1ccc(Cn2nnnc2C(c2cccs2)N2CCN(C3CCCCC3)CC2)cc1 (stereo unspecified)	-5	22	-2	0.5	-3	10	11	-1	4
CCCn1c(=O)c2c(nc3n2CCCN3CCc2ccccc2)n(C)c1=O	1	16	-5	0.7	-2	25	14	26	20
O=c1c(N2CCCCC2)coc2ccccc12	0	10	2	0.4	-8	7	10	3	3
Cc1cc(SCC(=O)NC2CCCCC2)nc2ccccc12	2	20	-2	1.5	-3	19	-1	24	-4
CC(=O)c1ccc(CCCCCCCCCC(=O)O)s1	1	5	2	-7.2	-2	17	-6	13	12
COc1ccc(C(=O)Nc2ccc(Cl)cn2)cc1Cl	0	34	30*	1.5	-1	22	20	10	13
O=C(Nc1c2c(nn1-c1ccccc1)CS(=O)C2)c1ccc(S(=O)(=O)N2CCOCC2)cc1 (stereo unspecified)	-1	5	0	-1.4	-2	14	-6	9	16
CCNC(=O)n1cc(-n2cncn2)c(-c2ccc(Cl)cc2)n1	2	15	-111	0.9	1	17	-7	-2	-12
COc1ccc(C)cc1NC(=O)c1cc(-c2ccccc2)nc2c1cnn2C(C)C	-5	-4	-6	2.0	-5	20	4	18	4
Cc1nc2ccccc2n1CCc1nc2c3ccccc3nc(=S)n2[nH]1	-3	11	-2	0.4	-3	20	4	15	17
Cc1c(C(=O)N2CCOCC2)[nH]c2c1C(=O)CC(c1ccccc1Cl)C2 (stereo unspecified)	-2	11	-1	0.1	-3	-10	9	-5	-9
COC(=O)c1[nH]c2ccc(C)cc2c1NC(=O)CN1CCc2cc(OC)c(OC)cc2C1	-2	17	-2	1.2	-1	19	15	16	11
Fc1ccc(-c2nnc(CN3CCN(c4ncc(C(F)(F)F)cc4Cl)CC3)o2)cc1	-6	10	4	16	2	31	-11	49*	7
COc1cccc(OCc2cc(C(=O)N3CCNC(=O)C3Cc3ccccc3)no2)c1 (stereo unspecified)	-4	8	-1	0.0	5	7	8	18	6
CCCOC1CCCN(C(=O)c2cc(COc3ccc(-n4cncn4)cc3)on2)C1 (stereo unspecified)	0	18	0	3.3	-1	28	14	30	14
O=C1C=C(/C=C/c2ccccc2)C[C@@H](c2ccc(F)cc2)C1	-2	9	-2	0.5	-3	34	-1	-16	1
Cc1cc(C)cc(Oc2coc3cc(O)ccc3c2=O)c1	2	16	0	-1.0	-1	22	-13	15	-2
C=CC(=O)Nc1cccc(Oc2cc(Cl)nc3[nH]ccc23)c1	-5	16	-11	0.2	0	24	-6	-3	10
CC(=O)c1cccc(NC(=O)CC2Oc3ccc(C)cc3NC2=O)c1 (stereo unspecified)	0	0	-3	-2.1	-3	6	26	4	6
Cn1c(CNC(=O)CNS(=O)(=O)c2ccc(F)cc2F)cc(=O)n(C)c1=O	6	5	-1	-0.6	-3	-11	15	3	2
CC(C)CNC(=O)COC(=O)c1cc(S(=O)(=O)N2CCCCC2)ccc1N1CCOCC1	3	-3	0	1.1	-5	0	-5	11	9
COc1cc(/C=N\NC(=O)CNC(=O)C2COc3ccccc3O2)ccc1O (stereo unspecified)	0	-14	-2	-0.3	-3	11	-11	18	16
C/C(=N\Nc1ccc(F)cc1F)c1cccs1	-2	19	nt	nt	-1	7	-2	-7	19
CCCCNC(=S)N=Nc1c(O)[nH]c2ccccc12	-6	3	-13	0.3	-4	44	5	47*	32
CCOc1ccc(N(CC(=O)Nc2ccccc2OCC)S(=O)(=O)c2c(C)noc2C)cc1	-8	15	4	1.6	-6	26	13	26	14
CC(=O)c1ccc(NC(=S)NC(=O)CC(C)C)cc1	-1	17	-1	2.9	-3	-11	11	15	29
COc1ccccc1N1CCN(/N=C/C(Cl)=C/c2ccccc2)CC1	-3	9	0	1.6	-4	13	-6	16	4
O=C(NC1CCS(=O)(=O)C1)c1ccc(S(=O)(=O)N2CCCC2)cc1 (stereo unspecified)	-1	2	0	-0.6	-3	-5	6	-18	18
Cc1cccc(NC(=O)CSc2cccc[n+]2[O-])c1C	-3	5	2	0.0	-3	-5	5	-16	-5
O=C(O)CNC(=O)C(Cc1ccccc1)NC(=O)OCc1ccccc1 (stereo unspecified)	0	3	3	-0.5	2	16	-18	33	-7
CCOC(=O)C1=C(O)CSC1=Nc1cccc(Cl)c1	-3	11	2	-3.8	2	43	24	33	11
O=C(c1ccccc1)N1CCN(Cc2ccccc2Br)CC1	-2	7	0	-1.5	-5	20	-10	25	25
Cc1[nH]n(-c2ccccc2)c(=O)c1-c1ccccc1	-4	-4	-1	-9.1	-3	-92	1	-156	-72
Cc1ccc(N(CCC(=O)NC(C)(C)C)S(=O)(=O)c2ccc(C)cc2)cc1	-1	12	1	1.8	-2	10	9	10	19
CCOC(=O)c1c(NC(=O)CCl)sc(C(=O)N(CC)CC)c1C	-3	-1	3	0.8	0	6	12	18	-1
CCCCN1C(N)=NC[C@@H]1CC1CCCCC1	-4	12	-4	1.3	-1	-5	1	8	4
CC[C@@H](C)C(NC(=O)OC(C)(C)C)c1cn([C@@H](CCCCNC(=O)OC(C)(C)C)C(=O)N2CCN(C(=O)OC(C)(C)C)CC2)nn1 (stereo partly specified)	-4	8	1	0.2	-1	7	-64	-4	5

Ordered by length of the SMILES (lowest first): 12 of the compounds above
SMILES	beta cell repl	NALP3 yeast inh	GRIN3A LBD mod	MPTP block	APJ ag	tim23-1 inh	APJ antagonist	tim10-1 inh	TIM10 inh
C/C(=N\Nc1ccc(F)cc1F)c1cccs1	-2	19	nt	nt	-1	7	-2	-7	19
CCCCN1C(N)=NC[C@@H]1CC1CCCCC1	-4	12	-4	1.3	-1	-5	1	8	4
CCCCNC(=S)N=Nc1c(O)[nH]c2ccccc12	-6	3	-13	0.3	-4	44	5	47*	32
CCOC(=O)C1=C(O)CSC1=Nc1cccc(Cl)c1	-3	11	2	-3.8	2	43	24	33	11
O=C(c1ccccc1)N1CCN(Cc2ccccc2Br)CC1	-2	7	0	-1.5	-5	20	-10	25	25
Cc1cccc(NC(=O)CSc2cccc[n+]2[O-])c1C	-3	5	2	0.0	-3	-5	5	-16	-5
COc1ccccc1N1CCN(/N=C/C(Cl)=C/c2ccccc2)CC1	-3	9	0	1.6	-4	13	-6	16	4
COc1cc(/C=N\NC(=O)CNC(=O)C2COc3ccccc3O2)ccc1O (stereo unspecified)	0	-14	-2	-0.3	-3	11	-11	18	16
O=C(NC1CCS(=O)(=O)C1)c1ccc(S(=O)(=O)N2CCCC2)cc1 (stereo unspecified)	-1	2	0	-0.6	-3	-5	6	-18	18
Cc1ccc(N(CCC(=O)NC(C)(C)C)S(=O)(=O)c2ccc(C)cc2)cc1	-1	12	1	1.8	-2	10	9	10	19
CCOc1ccc(N(CC(=O)Nc2ccccc2OCC)S(=O)(=O)c2c(C)noc2C)cc1	-8	15	4	1.6	-6	26	13	26	14
CC[C@@H](C)C(NC(=O)OC(C)(C)C)c1cn([C@@H](CCCCNC(=O)OC(C)(C)C)C(=O)N2CCN(C(=O)OC(C)(C)C)CC2)nn1 (stereo partly specified)	-4	8	1	0.2	-1	7	-64	-4	5

Screens (PubChem)
